# Efa HMGR inh = inhibitors of E. faecalis class II HMGR, primary screen, biochemical, Enterococcus faecalis; 0.41% of 190,000 active; HMG-CoA reductase (Enterococcus faecalis, mvaE); inhibition, % at 10 µM; purified E. faecalis HMGR, NADPH absorbance 340 nm kinetic;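 active means inhibition above a set limit, the median over all tested compounds plus 3 SD, cut at about 9.5% in these data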;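 further: enzyme runs in reverse so mevalonate oxidation gives rising NADPH absorbance; 0% = complete reaction with DMSO and 100% = background rate lacking mevalonate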
# RAM network inh = inhibitors of the yeast RAM network, primary screen, dse1pr::URA3 reporter, 5-FOA selection | AID 868, 2007 | inhibition, % at 50 µM | S. cerevisiae dse1pr::URA3 reporter, 5-FOA growth OD615, 2 d; analog-sensitive cbk1-as2 kinase mutant strain | 1.8% of 190,000 active;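 active means inhibition above a set limit, 3 SD over mean compound inhibition, cut at about 8.4% in these data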;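 further: 0% = DMSO-only wells with no growth and 100% = 10 µM 1-NA-PP1 full growth; inhibition rescues growth on 5-FOA so higher OD means more RAM inhibition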
# PMI act hi M6P = human PMI activators, high substrate, primary screen, biochemical, fluorescence intensity, near-saturating mannose 6-phosphate | 0.34% of 190,000 active | Mannose-6-phosphate isomerase (Homo sapiens), P34949 | activation factor at 20 µM | coupled PMI enzyme assay, resazurin fluorescence, 20 min; stronger effect = higher value; 1 = untreated enzyme, 0 = substrate-free blank | AID 1216, 2008;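 active means activation factor of 2 or more at 20 µM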
#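 Material: human phosphomannose isomerase with PGI, G6PDH, diaphorase coupling enzymes / Reagent: Man-6-P substrate 1.0 mM / Dosing: single compound dose of 20 µM, 1% DMSO final / Incubation: enzyme reaction with compound 20 min at room temperature / Signal: resorufin fluorescence (Ex 544/Em 590 nm) from resazurin via diaphorase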
# PMI activator = activators of human PMI, primary screen, biochemical, fluorescence intensity, near-Km mannose 6-phosphate. Mannose-6-phosphate isomerase (Homo sapiens), P34949. purified human PMI, coupled resazurin fluorescence, 20 min; stronger effect = higher value; 1 = vehicle control, 0 substrate-free wells. activation factor at 20 µM. 0.005% of 190,000 active;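 active means activation factor of 2 or more at 20 µM, relative to plate controls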
# TNAP inh noacc = human TNAP enzyme inhibitors, primary screen, biochemical, luminescent, no phosphate acceptor, uHTS | Alkaline phosphatase, tissue-nonspecific isozyme (Homo sapiens), P05186 | purified TNAP, CDP-star luminescence, 30 min | inhibition, % at 20 µM | 0.26% of 200,000 active;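 active means tissue-nonspecific alkaline phosphatase inhibition above about 50% at 20 µM in the single-dose screen, limit read from the data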;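 further: 0% = DMSO negative control and 100% = EDTA positive control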
# Target sequence (P05186 whole entry, looked up): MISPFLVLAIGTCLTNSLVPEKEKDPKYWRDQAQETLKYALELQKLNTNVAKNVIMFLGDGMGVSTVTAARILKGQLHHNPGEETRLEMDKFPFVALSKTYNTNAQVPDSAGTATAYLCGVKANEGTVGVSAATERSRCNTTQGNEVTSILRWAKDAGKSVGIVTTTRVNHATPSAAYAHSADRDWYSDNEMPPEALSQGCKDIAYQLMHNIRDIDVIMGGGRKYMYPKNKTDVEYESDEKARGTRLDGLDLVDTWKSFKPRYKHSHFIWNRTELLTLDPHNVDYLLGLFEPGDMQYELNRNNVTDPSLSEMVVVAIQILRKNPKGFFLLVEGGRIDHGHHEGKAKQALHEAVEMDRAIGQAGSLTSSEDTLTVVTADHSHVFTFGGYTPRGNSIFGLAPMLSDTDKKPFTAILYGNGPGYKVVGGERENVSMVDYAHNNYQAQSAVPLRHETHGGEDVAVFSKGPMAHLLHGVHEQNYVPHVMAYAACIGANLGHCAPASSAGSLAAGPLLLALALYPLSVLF
# Redox H2O2 prof = compounds producing H2O2 with reducing agent – biochemical, NIH compound library profiling, artefact control for MLSCN library redox annotation, primary screen | activation, % at 10 µM | AID 878, 2007 | 0.03% of 200,000 active | DTT-dependent redox cycling H2O2, phenol red/HRP absorbance; 100% = 100 µM peroxide control, 0% = buffer;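 active means activation of at least 50% relative to the plate's high and low controls in the primary single-dose screen; inactive means activation below 50%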;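 further: compound incubated with DTT at 0.8 mM final as the reducing agent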
# S1P3 antag = S1P3 receptor antagonists, primary screen, cell-based; CHO S1P3 NFAT-BLA reporter, FRET fluorescence, antagonist mode; inhibition, % at 4.98 µM; 0.27% of 170,000 active;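 active means inhibition above the plate cutoff, the mean inhibition of test wells on that plate plus 3 SD, cut at about 28% in these data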;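 further: cells challenged with S1P at its EC80 of 0.8 µM; blue over green emission ratio from cleaved BLA substrate after 4 h stimulation; 0% = S1P-stimulated wells and 100% = unstimulated DMSO-only wells; some compounds past the cut are filed as inactive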
# Target sequence (Q99500 whole entry, looked up): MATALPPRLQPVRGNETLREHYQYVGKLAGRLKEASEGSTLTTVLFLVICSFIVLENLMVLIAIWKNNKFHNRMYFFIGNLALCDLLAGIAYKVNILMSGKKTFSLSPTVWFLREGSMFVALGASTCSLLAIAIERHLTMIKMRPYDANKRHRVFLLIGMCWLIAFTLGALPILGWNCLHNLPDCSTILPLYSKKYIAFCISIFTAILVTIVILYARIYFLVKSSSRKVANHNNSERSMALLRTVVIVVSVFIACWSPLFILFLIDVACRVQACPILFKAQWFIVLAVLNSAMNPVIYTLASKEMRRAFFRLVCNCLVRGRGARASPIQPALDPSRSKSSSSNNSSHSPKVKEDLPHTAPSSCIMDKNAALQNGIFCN
# TNAP inh hiacc = human TNAP enzyme inhibitors, primary screen, biochemical, luminescent, high phosphate acceptor level, uHTS; Alkaline phosphatase, tissue-nonspecific isozyme (Homo sapiens), P05186; purified TNAP, CDP-star luminescence, 1 M DEA; inhibition, % at 20 µM; 0.03% of 200,000 active; AID 1135, 2008;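 active means over 50% inhibition of tissue-nonspecific alkaline phosphatase at 20 µM in the single-dose screen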;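 further: plate controls were DMSO wells for no effect and EDTA-quenched wells as full inhibition for full effect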
# Hsp70 activator = Hsp70 transcriptional activators, primary screen, cell-based, HeLa, Hsp70 promoter luciferase, luminescence, 10 µM. activation, % at 10 µM. 0.04% of 200,000 active. HeLa Hsp70 promoter luciferase reporter; scaled: vehicle 0, proteasome-inhibitor control 100%;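 active means activation above the mean across all tested compounds plus 3 SD, cutoff set per campaign, cut at about 5.5% in these data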;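 further: 100% = MG132 at 30 µM as the positive control and 0% = DMSO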
# L major viab = Leishmania major promastigote growth inhibition, primary screen | Leishmania major promastigotes, resazurin fluorescence viability | inhibition, % at 10 µM | 9% of 200,000 active | AID 1063, 2008; in the data active means inhibition above about 50%;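 further: promastigotes grown with compound for 44 hours at 28 °C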
# Starred values were filed as active, the others as inactive; . = no result given.
SMILES,Efa HMGR inh,RAM network inh,PMI act hi M6P,PMI activator,TNAP inh noacc,Redox H2O2 prof,S1P3 antag,TNAP inh hiacc,Hsp70 activator,L major viab
O=C(NC1CC1)c1ccc(-c2ccccc2)cc1,2,1.2,1,1,-19,-2.2,0,-3,0.1,6
C[C@@H](C(=O)Nc1nc2ccccc2s1)N1C(=O)C2CC=CCC2C1=O (some centres undefined),-3,1.7,0.9,1,-11,-0.4,-9,-4,-0.1,-3
CC1(C)CC(=O)c2cc(N=C/C(C(=O)c3ccccc3)=C(\O)c3ccccc3)c(=O)oc2C1,-3,3.8,1.5,1.5,28,-0.1,-7,4,-0.1,-7
CC1=C(C(=O)OCc2ccccc2)C(c2ccc(N(C)C)cc2)NC(=O)N1 (centres undefined),6,-0.4,0.8,0.9,-13,0.8,.,-7,0.4,12
Cc1nc(SCCC(C)C)c([N+](=O)[O-])[nH]1,1,0.4,1.6,1.6,9,0.1,.,0,-0.4,5
CCOc1ccc(NC(=O)C2CCN(C(=O)NCc3ccccc3)CC2)cc1,-2,2.1,1,1.1,14,1.7,7,-2,0.1,-1
CCCCC(=O)Nc1nc(C)c(C(C)=O)s1,5,0.8,1,1,-22,-0.2,-31,-11,0.0,-4
CC(=O)c1ccc(OC(C)C)c(CSc2nc(O)cc(=O)[nH]2)c1,-2,1.9,0.8,0.9,-6,4.4,-40,-5,-0.1,-4
Cc1ccc(/C=c2\sc3nc(-c4ccccc4Br)nn3c2=O)o1,-10,3.2,0.9,0.7,25,0.5,4,3,-0.1,-1
COc1cccc(C2=CC(c3cc(OC)ccc3OC)n3nnnc3N2)c1 (centres undefined),-3,1.2,0.9,0.9,-9,-0.5,17,1,-0.1,92*
COc1cc(OC)nc(NC(=O)CS(=O)(=O)c2ccccc2)n1,-2,-1.0,1,1,-8,2.4,-36,3,-0.1,9
CC(C)Sc1oc(-c2ccco2)nc1S(=O)(=O)c1ccc(F)cc1,0,1.3,0.8,1,1,12,.,2,-0.2,8
COc1ccc(N2CCN(C(=O)C(C)(C)Oc3ccc(Cl)cc3)CC2)cc1,-4,1.1,0.9,0.8,2,-0.3,3,2,-0.1,98*
CCCC(c1nnnn1CCOC)N1CCN(c2cccc(OC)c2)CC1 (centres undefined),0,1.4,1,1,-23,-3.1,-42,-9,0.0,-2
Cc1sc2nc(CN3CCCC3)nc(NCc3ccncc3)c2c1C,-5,-0.4,1,1,-9,-0.4,-32,-3,2.0,5
COc1ccc(CN2CCNC(=O)C2CC(=O)NCCSc2nccn2C)cc1OC (centres undefined),5,1.2,0.8,0.9,-9,0.3,3,-14,-0.2,-7
COc1cc2ncnc(NCc3ccco3)c2cc1OC,-2,-0.8,1,1,3,0.1,-7,-1,-0.3,7
Cn1cc(Cl)c(C(=O)NC2CCCC2)n1,-5,0.9,0.9,0.9,-6,-0.3,2,-3,0.0,-8
O=[N+]([O-])c1ccc(C=Nc2ccc(Cl)cc2Cl)s1,-11,-1.6,1.1,1,-3,-2.6,.,2,0.1,100*
CN(C)/C=C/C(=O)c1ncc(C(F)(F)F)cc1Cl,3,1.2,1,1.1,-8,0.1,-8,-3,0.7,-8

# Not a retest: 2 of the compounds above.
SMILES,Efa HMGR inh,RAM network inh,PMI act hi M6P,PMI activator,TNAP inh noacc,Redox H2O2 prof,S1P3 antag,TNAP inh hiacc,Hsp70 activator,L major viab
O=[N+]([O-])c1ccc(C=Nc2ccc(Cl)cc2Cl)s1,-11,-1.6,1.1,1,-3,-2.6,.,2,0.1,100*
CN(C)/C=C/C(=O)c1ncc(C(F)(F)F)cc1Cl,3,1.2,1,1.1,-8,0.1,-8,-3,0.7,-8

# Following part:
SMILES,Efa HMGR inh,RAM network inh,PMI act hi M6P,PMI activator,TNAP inh noacc,Redox H2O2 prof,S1P3 antag,TNAP inh hiacc,Hsp70 activator,L major viab
O=C1C2=C(c3ccccc31)[N+](=O)[C@@H]1CCCC[C@@H]1N2[O-],6,-0.8,0.6,1.1,-1,0.6,4,-4,-0.1,-2
CCCCCCC1CCC(C(=O)Nn2c(C)nc3ccccc3c2=O)CC1 (centres undefined),-1,2.8,1.1,1,-7,0.7,.,0,0.3,4
O=C(Nc1ccc2c(c1)Cc1ccccc1-2)c1ccncc1,2,1.0,1,1,-4,0.0,17,0,-0.2,0
O=S(=O)(O)c1ccc(N2N=C(c3ccccc3)CC2c2ccccc2)cc1 (centres undefined),3,2.5,1.1,1.3,-12,0.2,0,0,-0.3,-4
COc1cc(OC)cc(C(=O)NC2CCN(Cc3nnnn3Cc3ccc(F)cc3)CC2)c1,-5,0.5,0.9,0.9,-12,0.2,-1,-9,-0.2,-5
CCn1c(=O)c(C(=O)NC(C)C)c(O)c2ccccc21,-2,0.8,1.2,1.1,-9,0.1,.,-7,-0.2,3
COc1ccc(S(=O)(=O)Cc2ccc(C(=O)NCCc3cc(OC)ccc3OC)o2)cc1,-6,1.3,1.1,1.1,-11,-10,-15,-2,-0.2,2
CC(C)Sc1cc(N2CCOCC2)nc(-c2ccccc2)n1,-4,1.1,1,0.9,-6,-0.2,7,-3,0.2,-7
COc1ccc(S(=O)(=O)N(CCc2ccccc2)CC(N)=O)cc1,2,-0.6,1.1,1.1,-3,-0.9,-18,1,0.1,-5
O=C(O)COc1ccc(Nc2ccccc2)cc1,-6,1.3,0.7,1,-10,0.0,-12,0,0.0,2
Cc1ccc(C)c(S(=O)(=O)NC(CCC(N)=O)C(=O)O)c1 (centres undefined),.,.,1,1.1,-16,-1.1,.,-5,-0.2,4
O=C(/C=C/c1ccc(Br)cc1)NC(=S)Nc1ccc(S(=O)(=O)Nc2nccs2)cc1,-2,3.3,0.9,0.9,-10,0.4,-18,2,-0.4,-2
CSCCC(NC(=O)c1ccco1)C(=O)O (centres undefined),-1,0.9,1.1,1,-17,-0.3,.,-4,-0.4,6
CC(C)Cn1c(-c2cccs2)nc2ccccc21,-1,-0.3,1,1,-4,0.1,.,7,-0.4,22
Cc1ccc(N2C(=N)/C(=C3/Nc4ccccc4S3)C(c3ccccc3)C2=O)cc1 (centres undefined),-4,4.6,1,1,0,0.6,-2,4,-0.2,100*
S=c1[nH]nc(Cn2cnc3ccccc32)n1-c1ccccc1,-6,1.3,1,0.8,-4,-0.5,-14,-4,-0.1,-11
CC(C)(C)c1ccc(-c2n[nH]c(=S)n2C2CCCC2)cc1,1,1.1,1,1,2,-0.1,.,0,-0.4,7
O=C(NCCCNCc1ccccc1)/C(=N\O)c1ccccc1,-3,1.5,1.1,1,-6,-0.2,.,2,0.0,4
Cn1nc(C(=O)Oc2cc(=O)n(C)c3ccccc23)c2ccccc2c1=O,-2,2.2,1.1,1.1,-6,0.2,6,-2,-0.2,-10
Cc1ccc(CCNC(=O)c2nnn(-c3cc(C)cc(C)c3)c2N)cc1,-4,2.5,0.9,1,-3,0.4,1,1,-0.2,-3
Cc1ccc(-c2c[n+](CC(=O)Nc3cc(=O)n(C)c(=O)n3C)c3n2CCC3)cc1,4,0.4,1,0.9,-53,0.2,-26,-2,-0.2,14
COc1ccc(C(=O)C2CCCN(C(=O)C3CCOCC3)C2)c(C)c1 (centres undefined),-1,0.2,1,1,-3,-1.1,-15,-1,0.0,-2
Cn1cc(CN(CCO)Cc2cccs2)c(-c2cccc(Cl)c2)n1,0,1.7,1,1,-5,0.4,-10,-10,-0.1,11
COc1ccc(/C(C)=N/OCC(=O)Nc2nc3ccccc3s2)cc1,-4,7.5,1.2,1,-14,-0.2,-8,-3,0.0,-6
CCOC(=O)c1nn(-c2ccc(OC)cc2)c(=O)c2c(N)scc12,1,-1.0,0.7,0.5,-4,1.2,9,4,-0.1,0
COC(=O)c1ccccc1NC(=O)C1CCCN(S(C)(=O)=O)C1 (centres undefined),-1,1.8,0.9,0.9,-3,2.3,-18,2,-0.2,1
Cc1nn(C(C)C(=O)NCc2cccs2)c(C)c1[N+](=O)[O-] (centres undefined),-3,0.0,1,1,-8,0.5,-7,0,-0.3,1
COc1cccc(NC(=O)CN2CCC(C)CC2)c1,-1,1.2,1,1,7,8.3,.,-3,-0.4,-3
CC(C)c1nc2sc3c(NCc4ccco4)ncnc3c2c2c1COC(C)(C)C2,-5,1.2,0.9,0.9,-12,0.0,.,-5,-0.4,33
CCOC(=O)CSc1cc(=O)n(CC)c2ccccc12,0,-0.8,1,1,-20,0.9,.,-6,-0.1,4
COC(=O)c1[nH]c2cccc(Cl)c2c1NC(=O)CN1CCN(CCO)CC1,2,2.7,1,1,-7,0.2,-10,-7,0.2,0
CS(=O)(=O)N(CC(=O)Nc1ccccc1C(=O)N1CCOCC1)c1ccccc1,-4,-0.8,1,1,-11,2.1,.,-4,0.1,-4
CSc1ccccc1NC(=O)CN(C1CCCCC1)S(C)(=O)=O,-1,1.4,1,1,-4,-0.1,.,-4,-0.2,2
CCOc1cc(N2CCOCC2)c(OCC)cc1NC(=O)COc1ncnc2ccccc12,-4,1.4,0.9,0.9,-12,-0.5,.,-4,-0.4,-1
COc1cc(C(=O)N/N=C(\c2ccccc2)c2ccccn2)cc(OC)c1OC,-3,1.6,1.2,1.1,-10,0.3,2,-2,-0.5,99*
COCCSc1ccccc1C(=O)N1CCN(c2ccccc2OC)CC1,-2,-1.0,1.1,1.1,-5,-2.0,-12,1,0.1,-2
CCOC(=O)Cn1nc(C)n(-c2c(C)cccc2C)c1=O,-6,3.6,0.9,1,-9,-1.1,-19,-2,-0.4,4
CCOc1ccc(NC(=O)C(C)Sc2nnnn2C)cc1 (centres undefined),-1,1.4,1,1,-9,2.9,-7,-1,-0.2,-6
CCN(CC)Cc1c(O)ccc2occ(C(=O)c3ccc(OC)cc3)c12,-2,0.4,0.9,1,-4,-1.6,.,0,0.1,88*
COc1ccccc1N1C(=O)C2C3C=CC(C3)C2(C)C1=O (centres undefined),-1,0.3,1,1,-10,-0.8,19,-2,-0.5,-9
CCOC(=O)c1c(NC(=O)CSc2nnc(-c3ccc(OC)cc3)o2)sc2c1CCC2,.,.,.,.,.,0.8,-2,.,-0.2,-3
CC(C)c1cc(C(=O)N2CCCC(C(=O)c3ccc4ccccc4c3)C2)on1 (centres undefined),-4,7.4,0.9,0.8,-3,0.9,-1,0,0.2,0
O=C(C(=O)N1CCN(c2ccc(F)cc2)CC1)N1CCCCC1,-4,-0.8,0.9,0.9,-3,0.1,-13,-1,-0.4,-6
Cc1cc(NS(=O)(=O)c2ccc(NC(=S)NCc3ccccc3)cc2)no1,-4,1.3,1,1,-3,-0.3,-11,1,0.6,-8

# Source: PubChem BioAssay
